Source: PubChem BioAssay (National Center for Advancing Translational Sciences (NCATS))
RGS4 inhibitor: inhibitors of human regulator of G protein signaling 4; AID 504845; Potency, µM (top dose mostly 114 µM), inactives show at the highest dose activity change, negative = inhibition, actives largely listed as inhibitors; P49798; Transcreener GDP fluorescence polarization, RGS4-accelerated GTP hydrolysis; 390,000 compounds, 0.039% hits; also: potency is read from the fitted curve at half-maximal effect; % is scaled to controls: 0 for no effect and ±100 for the full control effect; nearly all actives have a fitted effect of over 75% in size; some results filed as inactive show a strong effect at the top dose
Target sequence (P49798 whole entry, looked up): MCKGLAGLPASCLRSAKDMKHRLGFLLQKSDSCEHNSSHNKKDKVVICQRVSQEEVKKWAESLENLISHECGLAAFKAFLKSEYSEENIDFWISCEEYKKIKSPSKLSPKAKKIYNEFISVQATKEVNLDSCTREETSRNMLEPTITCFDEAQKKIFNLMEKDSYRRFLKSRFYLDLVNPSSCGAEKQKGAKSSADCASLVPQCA
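MLSMR compounds (23 nl, pin-transferred) preincubated 10 min at room temperature with a 500nM (2x) first reagent, then RGS4 at 900nM (2x) plus Transcreener GDP mix added; fluorescence polarization (620/688 nm) read before and after 90 min at 30 °C.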
BAZ2B inh: inhibitors of human BAZ2B bromodomain | AlphaScreen BAZ2B-H3K14Ac peptide displacement | AID 504333 | 360,000 compounds, 4.4% hits | Potency, µM (top dose mostly 114 µM), inactives show at the highest dose activity change, negative = inhibition, actives largely listed as inhibitors | Q9UIF8; also: potency is read from the fitted curve at half-maximal effect; % is scaled to controls: 0 for no effect and ±100 for the full control effect; nearly all actives have a fitted effect of over 60% in size
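Multi-concentration screen (max 110 uM) measuring displacement of acetylated histone H3 peptide from BAZ2B by AlphaScreen, using 50 nM protein, 50 nM peptide and 10 ug/mL streptavidin donor plus Ni-chelate acceptor beads.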
ERG Ets-DNA blk: ERG Ets/DNA interaction inhibition; Potency, µM (top dose mostly 76.9 µM), for the others: at the highest dose FP activity, negative = inhibition, most hits filed as inhibitors; fluorescence polarization, His-ERG Ets domain / labelled DNA; 370,000 compounds, 0.028% hits; P11308; active = well fitted inhibition curve with a large enough effect in the polarisation, with a control signal flat; inconclusive = small, poorly fitted or top-dose-only effect, or effect the other way, or a change in a side signal; inactive = no such curve, though single readings can be large or run the other way; the % refers to the polarisation;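 also: polarization taken with two DNA probes labelled with fluorescein and Texas red; potency is read from the fitted curve at half-maximal effect; % of control where 0% means no effect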
Target sequence (P11308 whole entry, looked up, the tested form may be a part): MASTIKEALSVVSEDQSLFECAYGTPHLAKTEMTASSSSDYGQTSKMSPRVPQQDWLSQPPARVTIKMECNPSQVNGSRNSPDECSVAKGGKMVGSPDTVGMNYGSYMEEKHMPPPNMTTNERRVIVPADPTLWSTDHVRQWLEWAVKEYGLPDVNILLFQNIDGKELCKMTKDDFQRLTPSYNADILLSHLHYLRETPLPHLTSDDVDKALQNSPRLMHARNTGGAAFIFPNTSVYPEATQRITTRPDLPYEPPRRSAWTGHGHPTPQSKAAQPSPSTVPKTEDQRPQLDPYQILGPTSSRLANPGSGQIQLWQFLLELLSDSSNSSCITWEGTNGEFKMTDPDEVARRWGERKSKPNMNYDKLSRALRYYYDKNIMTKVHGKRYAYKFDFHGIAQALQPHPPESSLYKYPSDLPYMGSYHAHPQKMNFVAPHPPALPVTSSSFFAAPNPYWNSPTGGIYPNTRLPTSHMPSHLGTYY
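His-tagged ERG Ets domain (1 uM in the protein solution; 300mM KCl, 50mM Tris-HCl, 1mM EDTA, 1mM DTT, pH 7.5) received compound, then a probe mix of 5 nM fluorescein-DNA and 100nM Texas-615-DNA. Fluorescence polarization was read for both dyes.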
PI4K2A block: PI4K2A (human) kinase inhibition; Q9BTU6; purified PI4K2A, ADP-Glo luminescence, 1 h; active compounds read low; activity change, negative = inhibition, % at 76.9 µM; 420,000 compounds, 0.13% hits; AID 1346378; in the data active = activity change below about -50%; inconclusive = mostly about -30% to -49%;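 also: -100% = wells without enzyme as full effect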
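ADP-Glo luminescence measured ADP generated by PI4K2A enzyme (4 ug/mL before mixing) with 1.2 mM PI substrate (pre-mix) and 300 microM ATP (pre-mix). Tris pH7.5 buffer with MgCl2, Triton X-100; 1 h reaction at ambient temperature.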
G9a block: G9a (human) methyltransferase inhibition; G9a H3K9 monomethylation, AlphaScreen, 2 h; 350,000 compounds, 8.8% hits; AID 504332; Q96KQ7; Potency, µM (top dose mostly 102 µM), without a hit: top-dose activity, negative = inhibition, most hits filed as inhibitors; also: potency is read from the fitted curve at half-maximal effect; % is scaled to controls: 0 for no effect and ±100 for the full control effect; nearly all actives have a fitted effect of over 75% in size
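AlphaScreen detection with an anti-monomethyl H3K9 antibody quantified product after a 2 h room-temperature reaction containing 500 nM biotinylated H3K9 peptide, 20 µM SAM and 20 nM enzyme, which had been preincubated 15 min with compound.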
HP1b chromo inh: HP1-beta chromodomain-methylated histone interaction inhibition; P83916; AlphaScreen HP1-beta / biotin-H3K9me3 peptide binding; Potency, µM (top dose mostly 114 µM), without a hit: top-dose activity change, negative = inhibition, most hits filed as inhibitors; 390,000 compounds, 0.56% hits; also: potency is read from the fitted curve at half-maximal effect; nearly all actives have a fitted effect of over 70% in size; inactives centre near 23
Target sequence (P83916 whole entry, looked up): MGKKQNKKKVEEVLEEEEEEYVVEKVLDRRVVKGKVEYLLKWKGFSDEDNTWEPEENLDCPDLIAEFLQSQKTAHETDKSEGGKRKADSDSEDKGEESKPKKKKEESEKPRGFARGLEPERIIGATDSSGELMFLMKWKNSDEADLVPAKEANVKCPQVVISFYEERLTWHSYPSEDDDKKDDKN
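Compound inhibition of the preformed complex between 50 nM HP1-beta and 50 nM biotinylated H3K9me3 peptide was read by AlphaScreen. Buffer was PBS pH 7.4 with 0.01% Tween-20. Incubations ran 30 min at room temperature, with 10 ug/mL donor/acceptor beads.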
GLS inhibitor: blocks human kidney-isoform glutaminase activity. GLS enzymatic activity, qHTS titration. Potency, µM (highest dose often 45.5 µM), inactives show top-dose activity change, negative = inhibition, hits mostly inhibitors. 410,000 compounds, 0.21% hits; also: potency is read from the fitted curve at half-maximal effect; % is scaled to controls: 0 for no effect and ±100 for the full control effect
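Glutamate formation by hKGA was monitored fluorometrically using coupled glutamate oxidase, HRP and Amplex Red. Substrate was added as 1 mM L-glutamine solution; incubation was 30 min at RT after an initial read.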
JMJD2A Tudor inh: blocks the human JMJD2A Tudor domain; O75164; Potency, µM (series often up to 114 µM), for the others: top-dose activity change, negative = inhibition, most hits filed as inhibitors; AlphaScreen JMJD2A-Tudor / H3K4me3 peptide binding; 390,000 compounds, 4.4% hits; also: potency is read from the fitted curve at half-maximal effect; % is scaled to controls: 0 for no effect and ±100 for the full control effect; nearly all actives have a fitted effect of over 50% in size
ALOX12 inh: blocks human arachidonate 12S-lipoxygenase. P18054. purified 12hLO, xylenol orange hydroperoxide absorbance. Potency, µM (top dose mostly 108 µM), without a hit: at the top dose activity change, negative = inhibition, hits mostly inhibitors. 580,000 compounds, 1.1% hits; also: potency is read from the fitted curve at half-maximal effect; % is scaled to controls: 0 for no effect and ±100 for the full control effect
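Purified human 12hLO (150 nM final) in 25 mM Hepes, 0.01% Triton X-100, pH 7.0 was preincubated 15 min at room temperature with compound. Then 40 uM arachidonic acid was added, 30 min. Hydroperoxide was read by Fe-XO absorbance ratio 573/405 nm.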
* = called active by the depositor; ? = inconclusive; . = not tested or not shown; & = joins results of further samples; ! = a repeat was not active; [ ] = dose if it differs, or a comment. Unless noted, calls follow the shape of the dose curve; as a rule, active = well fitted curve in the direction sought with a large enough effect; inconclusive = small, poorly fitted or top-dose-only effect, or another doubt; inactive = no such curve, though single readings can be large; an effect the other way counts as inactive or inconclusive. Some of the compounds tested; count on the stated rates, not on these rows.

SMILES	RGS4 inhibitor	BAZ2B inh	ERG Ets-DNA blk	PI4K2A block	G9a block	HP1b chromo inh	GLS inhibitor	JMJD2A Tudor inh	ALOX12 inh
OC1CCN(c2c3c(nc4cc(-c5ccc(F)cc5)nn24)CCC3)CC1	-2%	2%	-3%	2	2%	31%[activator]	10%	-13%	?
O=C(O)c1nc(NCCc2ccccc2)ncc1Cl	0%	-18%	-13%	-15	35µM*	-9%	-13%	?	-16%
N#Cc1ncn(-c2ccc(Oc3ccccc3)cc2)c1N	3%	?	3%	2	-21%	2%	19%	-32%	8%
O=[N+]([O-])c1ccc(OCCCCCN2CCOCC2)cc1	15%	-5%	-9%	-5	?	18%	1%	-11%	?
CCNC(=S)NC(=NCc1cccnc1)Nc1nc(C)cc(C)n1	-13%	1%	?	-6	.	32%	1%	-5%	-24%
COc1ccccc1C(CNC(=O)C(CCSC)NS(=O)(=O)c1ccccc1F)N1CCCC1 (configuration not stated)	23%	6%	5%	-2	-4%	23%	4%	-14%	-12%
S=C(c1c[nH]c2ccccc12)N1CCCC1	3%	-26%	10%	0	-8%	33%	1%	-24%	0%
O=C(Nc1ncc2c(n1)-c1ccccc1OC2)c1ccccc1Cl	-37%	11%	0%	-1	-18%[0.0925 µM]	35%	0%	-2%	-1%
CNC(=O)c1ccc(S(=O)(=O)c2ccc(Cl)cc2)c(NC(C)=O)c1	-5%	-6%	-4%	-4	-3%	30%	0%	-1%	0%
Cc1cnc(=O)[nH]c1SCC(=O)Nc1cc(C(F)(F)F)ccc1Cl	27%	-1%	-1%	-1	9%[59 µM]	4%	-10%	3%	0%
Cc1cccc(-c2nc(SCC(=O)Nc3ccc4c(c3)OCCO4)c(-c3ccccc3)[nH]2)c1	10%	-37%	10%	0	?	-4%	-13%	?	-1%
COc1ccccc1N1CCN(C(=O)C(C)NC(=O)c2ccco2)CC1 (configuration not stated)	-17%	10%	-3%	-3	20%[59 µM]	28%	2%	-6%	4%
Cc1ccc([N+](=O)[O-])cc1N=C(c1cccc([N+](=O)[O-])c1)N1CCOCC1	10%[11.4 µM]	-9%	2%	-3	4%[0.0925 µM]	-11%	-16%	-17%[11.4 µM]	0%
COc1cccc(CN(C)S(=O)(=O)c2ccccc2Br)c1	-42%	.	-15%	4	.	95%[activator]	0%	35%	-12%
CCCOc1ccc(C(=O)CCC(=O)OCC(=O)N(CC)c2c(N)n(Cc3ccccc3)c(=O)[nH]c2=O)cc1	-13%	.	6%	-2	.	28%	4%	-23%	403%[activator]
CSc1nc(NCc2ccccc2)c2c3c(sc2n1)CN(C)CC3	13%	-14%	9%	3	40µM*	-2%	7%	?	0%
O=C1CC2CS(=O)(=O)CC2N1c1ccc(Oc2ccccc2)cc1 (configuration not stated)	-3%	4%	0%	0	2%[12.7 µM]	23%	-21%	-8%	21%
Cc1ccccc1-n1c(=O)[nH]c(=O)c2c(N)c(C(=O)c3ccc(Cl)cc3)sc21	14%	1%	-13%	-7	15%	18%	7%	-11%	0%
O=C(NCc1ccc(Cl)cc1)C1CCCN(S(=O)(=O)c2cnc[nH]2)C1 (configuration not stated)	-2%	8%	-2%	-2	?	50%[activator]	-3%	-8%	10%
CC1CN(c2ccc(NC(=O)c3ccco3)cc2C(=O)O)CC(C)O1 (configuration not stated)	4%	-1%	1%	22	?	38%	27%	-4%	?
COc1ccc(NC(=O)CNC(=O)Cn2c(C)cc3ccccc3c2=O)cc1OC	-37%&-53%	-38%&-35%	18%&3%	-1&3	-4%	40%&40%	-2%&-6%	-16%&-4%	-11%&0%
CCC(C)C(NC(=O)C(CC(C)C)NC(=O)C(CO)NC(=O)C1CCC(=O)N1)C(=O)OC (configuration not stated)	18%[11.4 µM]	-18%	-2%	-3	23%	48%[activator]	2%	8%	-2%
COC(=O)C1=C(C)NC(=O)/C1=C\c1ccc2c(c1)OCO2	-14%	-29%	1%	0	.	20%	3%	-6%	-15%
CCNC(=S)N/N=C/c1ccco1	-6%	-2%	-6%	-9	41%[59 µM]	11%	28%	-32%	0%
Cc1cc(C(C)(C)C)cc(C)c1Cn1c2[n+](c3ccc(C(F)(F)F)cc31)CCCCC2	-11%	1%	-7%	1	-47%	3%	-13%	?	35µM*
COc1cc2c(cc1OC)CN(C(=O)/C=C/c1ccc([N+](=O)[O-])cc1)CC2	-9%	?	0%	0	50µM*	0%	3%	-29%	14µM*
CC(=O)NS(=O)(=O)c1ccc(NC(=O)COc2cccc3c2OC(C)(C)C3)cc1	9%	1%	-16%	1	-18%	36%	0%	-1%	7%
CCOc1ccccc1NC(=O)CSc1nc2c(c(=O)n1C)SC(C)C2 (configuration not stated)	0%	-5%	-5%	-2	?	37%	-3%	-23%	-24%
COc1cc(C(=O)N2CCN(c3ccccc3Cl)CC2)ccc1OCC(=O)N1CCOCC1	1%	5%	-14%	3	17%[12.7 µM]	38%	-3%	-27%	106%[activator]
O=C(Cn1c(=O)n(-c2ccc(F)cc2)c(=O)c2sccc21)Nc1cccc(C(F)(F)F)c1	17%	-18%	-2%	-6	-2%[59 µM]	29%	7%	-14%	-1%
CCOc1c(C)cc(-c2ncccc2O)cc1C	9%&-4%	-1%&-8%	-5%&-4%	0&2	-11%[59 µM]	25%&48%	5%&10%	89µM*!	-14%&21%&0%
Cc1ccc2oc(-c3cccc(NC(=O)c4cc(-n5cnnc5)ccc4Cl)c3)nc2c1	-34%	-21%	-10%	-4	?	12%	0%	-22%	0%
COc1cc(OC)cc(C(C(=O)NCc2ccccc2)N(Cc2ccco2)C(=O)c2ccno2)c1 (configuration not stated)	18%	-34%	-1%	-5	?	8%	-3%	-30%	.
COc1ccccc1OS(=O)(=O)c1ccc(NC(C)=O)cc1	13%	-6%	-3%	0	-4%[59 µM]	21%	5%	-19%	0%
Cc1ccc(S(=O)(=O)c2c(Nc3ccccc3)sc(C(=O)c3ccc4c(c3)OCO4)c2N)cc1	-18%	-16%	-1%	2	-14%[59 µM]	20%[57 µM]	-7%	-24%	?
Cc1cc(NC(=O)NC2CC(=O)N(c3ccc4c(c3)OCCO4)C2)no1 (configuration not stated)	8%	-2%	-4%	-5	-2%	39%	-4%	1%	13%
O=C(NC(=S)Nc1ccccc1N1CCOCC1)c1ccc(Br)cc1	21%	?	-20%	-4	?	-11%	17%	?	35µM*
Cc1ccc(S(=O)(=O)Nc2cccc(-c3ccc4nncn4n3)c2)cc1	?	2%	6%	-4	-8%	3%	4%	-12%	?
O=C(NCc1ccco1)c1ccc(C(=O)NCc2ccco2)s1	-19%[11.4 µM]	-6%	-18%	-13	6%[12.7 µM]	-27%	-5%	-10%[11.4 µM]	0%
O=C(CSc1ncnc2ccccc12)NCc1ccco1	-18%	-37%	-8%	-16	0%[59 µM]	9%	-4%	?	0%

Shown with values under each structure: part of the list above.
The line under a structure holds: RGS4 inhibitor	BAZ2B inh	ERG Ets-DNA blk	PI4K2A block	G9a block	HP1b chromo inh	GLS inhibitor	JMJD2A Tudor inh	ALOX12 inh
- Cc1cc(C(C)(C)C)cc(C)c1Cn1c2[n+](c3ccc(C(F)(F)F)cc31)CCCCC2
  -11%	1%	-7%	1	-47%	3%	-13%	?	35µM*
- CCNC(=S)N/N=C/c1ccco1
  -6%	-2%	-6%	-9	41%[59 µM]	11%	28%	-32%	0%

Going on with the list.
SMILES	RGS4 inhibitor	BAZ2B inh	ERG Ets-DNA blk	PI4K2A block	G9a block	HP1b chromo inh	GLS inhibitor	JMJD2A Tudor inh	ALOX12 inh
COc1cc(NC(=O)CCNC(=O)Cn2cnc3sc4c(c3c2=O)CCCC4)cc(OC)c1OC	7%	-1%	?	-1	-11%	4%	-1%	-4%	-17%
CC(C)=CCC/C(C)=C/CNC(=O)C[C@H]1C[C@H](C(=O)N2CCOCC2)[C@@]2(C)c3[nH]c4ccc(Cl)cc4c3CCN2C1=O	19%	.	-2%	4	.	-16%	2%	?	?
O=c1oc2c(CN3CCCCC3)c(O)ccc2cc1-c1nc2ccccc2[nH]1	-35%	9%	-1%	-10	14%[12.7 µM]	44%[activator]	-4%	-3%	26%
COCc1[nH]nc2c1C(c1ccc(OC)cc1)C(C#N)=C(N)O2 (configuration not stated)	11%	3%	20%	-13	10%[12.7 µM]	25%	23%	-1%	?
COc1cc(C2c3c(-c4ccccc4O)n[nH]c3C(=O)N2Cc2ccncc2)cc(OC)c1OC (configuration not stated)	17%	-2%	0%	6	?	24%	5%	-13%	6%&-8%
Cc1occc1C(=O)Nc1ccc(S(=O)(=O)N2CCCC2)cc1	-6%	14%	-8%	0	23%[59 µM]	6%	-14%	-31%	0%
O=C(CSc1ccccc1)Nc1ccc(S(=O)(=O)NCC2CCCO2)cc1 (configuration not stated)	-7%	2%	.	0	7%[59 µM]	28%	-4%	-9%	?
Nc1ccc(OCc2ccco2)cc1	-5%	?	-1%	2	?	9%	-19%	-30%	9%
CC(C)=CCN1CCN(CCCc2ccccc2)CC1CCO (configuration not stated)	40%	4%	3%	2	.	18%	4%	-13%	0%
CCCN(C(=O)c1cc(S(=O)(=O)N(C)c2ccccc2OC)ccc1C)C1CCS(=O)(=O)C1 (configuration not stated)	7%	.	-8%	1	.	37%	9%	-15%	?
Cc1ccn2cc(CCNC(=O)c3ccc(Br)o3)nc2c1	-2%	3%	1%	-3	?	20%	1%	-25%	50%[activator]
